High-throughput results as filed in PubChem BioAssay.
PfG6PD inh: PfG6PD (Plasmodium falciparum) enzyme inhibition | PfGluPho enzyme, NADPH resazurin-diaphorase fluorescence | inhibition, % at 20 µM | actives 0.78% (n = 350,000);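 active means inhibition reaching at least a set limit at 20 µM in the primary screen, cut at about 59% in these data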;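 further: 0% = DMSO wells with substrate and 100% = DMSO wells lacking glucose-6-phosphate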
GRIN3A LBD mod: modulates the human NR3A ligand-binding domain | NR3A LBD differential scanning fluorimetry, Tm shift; 0% = protein alone, 100% = glycine-bound protein | Tm shift relative to glycine control, % at 25 µM | actives 2.5% (n = 340,000);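 active means melting temperature shift of at least 10% of the positive control shift, at one fixed dose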
SENP6 block: SENP6 protease inhibition | Q9GZR1 | Recombinant SENP6 catalytic domain, aminoluciferin luminescence | inhibition, % at 10 µM | actives 1.8% (n = 330,000);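 active means inhibition above about 50% at the single tested dose, limit read from the data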;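 further: plate controls were DMSO wells with enzyme for no effect and DMSO wells lacking enzyme for full effect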
Target sequence (Q9GZR1 628-1112 limits assumed): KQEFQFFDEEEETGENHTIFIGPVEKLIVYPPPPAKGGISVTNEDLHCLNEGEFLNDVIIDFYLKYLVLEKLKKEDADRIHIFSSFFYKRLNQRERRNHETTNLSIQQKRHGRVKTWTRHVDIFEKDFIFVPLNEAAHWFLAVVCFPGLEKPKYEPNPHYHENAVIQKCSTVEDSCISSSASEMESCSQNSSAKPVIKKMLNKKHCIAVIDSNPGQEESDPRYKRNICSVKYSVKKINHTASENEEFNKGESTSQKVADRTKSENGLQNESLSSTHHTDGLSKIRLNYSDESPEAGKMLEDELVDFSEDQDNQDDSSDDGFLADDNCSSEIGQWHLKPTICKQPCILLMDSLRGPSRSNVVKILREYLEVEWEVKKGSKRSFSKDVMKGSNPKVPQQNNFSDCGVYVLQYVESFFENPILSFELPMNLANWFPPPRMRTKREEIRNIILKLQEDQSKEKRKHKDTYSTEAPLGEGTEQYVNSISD
HKDC1 inhibitor: inhibitors of human hexokinase HKDC1; Q2TB90; recombinant HKDC1, G6PDH/diaphorase resazurin coupled fluorescence; inhibition, % at 20 µM; actives 0.16% (n = 340,000);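 active means inhibition above about 35% when tested at 20 µM, limit read from the data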;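 further: plate controls were DMSO wells with enzyme for no effect and DMSO wells lacking enzyme for full effect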
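test system = in-house recombinant HK5 (HKDC1) enzyme | amount = HKDC1 at 5 µg/mL | control set = DMSO-enzyme wells negative, buffer-substituted wells positive | compound = one dose of 20 µM, 1% DMSO | schedule = reaction time 90 min, room temperature, protected from light | technique = resorufin fluorescence at 613 nm | reagent = glucose with 1 mM ATP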
SENP8 inh: inhibitors of human SENP8 protease; recombinant SENP8, Nedd8 substrate fluorescence; actives 0.64% (n = 360,000); Q96LD8; inhibition, % at 20 µM; in the data active means inhibition mostly above about 40%, no sharp cut-off; inactive means mostly below about 27%
Target sequence (Q96LD8 whole entry, looked up): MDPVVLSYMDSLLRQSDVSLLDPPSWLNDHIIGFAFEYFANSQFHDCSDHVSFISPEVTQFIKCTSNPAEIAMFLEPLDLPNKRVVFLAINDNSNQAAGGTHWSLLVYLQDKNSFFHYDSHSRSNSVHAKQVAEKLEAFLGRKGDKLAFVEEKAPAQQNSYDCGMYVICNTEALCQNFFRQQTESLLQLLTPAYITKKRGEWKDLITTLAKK
SENP7 block: SENP7 protease inhibition | actives 1.5% (n = 330,000) | recombinant SENP7, Z-RLRGG-aminoluciferin luminescence, 40 min | Q9BQF6 | inhibition, % at 5 µM | AID 434973;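 active means inhibition above about 50% at the single test dose, limit read from the data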;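 further: plate controls were DMSO with enzyme for no effect and no enzyme buffer wells for full effect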
MPTP block: blocks calcium-induced mitochondrial swelling; isolated mouse mitochondria, Ca2+ swelling absorbance, 30 min; inhibition, % at 10 µM; actives 1.4% (n = 360,000);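 active means inhibition of 50% or more, scaled per plate between neutral and stimulator controls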;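 further: 0% = DMSO wells given calcium and 100% = 1 mM EGTA wells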
ATG4B inh: blocks human ATG4B protease cleavage of LC3 substrate; actives 0.51% (n = 340,000); ATG4B cleavage of LC3-PLA2, NBD-HPC fluorescence, 1 h; inhibition, % at 8.33 µM; AID 504462; in the data active means inhibition above about 40%
Target sequence (Q9Y4P1 whole entry, looked up): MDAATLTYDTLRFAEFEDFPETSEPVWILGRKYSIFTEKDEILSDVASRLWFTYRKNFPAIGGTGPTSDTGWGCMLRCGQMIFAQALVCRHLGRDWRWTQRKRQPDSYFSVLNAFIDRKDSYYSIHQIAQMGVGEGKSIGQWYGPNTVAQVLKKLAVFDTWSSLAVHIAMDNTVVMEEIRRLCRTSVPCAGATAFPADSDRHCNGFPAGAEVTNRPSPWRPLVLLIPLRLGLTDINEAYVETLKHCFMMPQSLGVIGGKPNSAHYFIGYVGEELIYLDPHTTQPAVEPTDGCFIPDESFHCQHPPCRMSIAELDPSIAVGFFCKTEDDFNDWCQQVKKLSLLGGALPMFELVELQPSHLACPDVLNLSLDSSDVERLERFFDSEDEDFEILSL
* hit, by the source's call; i = inactive; & = joins results of further samples.

Below each compound: PfG6PD inh	GRIN3A LBD mod	SENP6 block	HKDC1 inhibitor	SENP8 inh	SENP7 block	MPTP block	ATG4B inh
Cc1cc(NC(=O)c2ccc(C)s2)n(-c2ccccc2)n1
→ -7.8	-0.8	1.8	-2.0	28.6	-1.0	-1.5	-2.6
Clc1ccc(-c2csc(N3CCCCCC3)n2)cc1
→ 2.6	-3.2	-12.9	2.4	4.8	1.4	0.8	-2.0
C=CCN1C(=O)/C(=C/c2ccc(OC)cc2)S/C1=N/c1nccs1
→ 3.6	-4.3	-1.8	-11.4	-1.9	-6.1	2.5	6.8
CCOCCCNC(=O)CSc1nnc(-c2ccc(S(=O)(=O)N3CCCC3)cc2)n1C
→ 3.0	2.8	-13.5	-5.1	3.9	3.9	-1.6	-5.1
C=CCC(CC=C)(NC(=O)c1ccccc1)c1ccccc1
→ 0.4	2.4	-6.8	-3.5	9.7	16.8	-1.0	-0.7
CCOc1ccccc1C1CC(=O)Nc2c1c(=O)n(C)c(=O)n2C (stereo unspecified)
→ 1.7	-0.6	-1.8	-4.7	2.8	-15.1	0.3	-0.1
CCCOC(=O)c1c(NC(=O)/C=C/c2cnn(C)c2C)sc(C(=O)OCC)c1C
→ 1.3	1.9	-3.2	0.4	-324.8	4.0	0.5	1.7
O=C(C1CCN(c2ncnc3c2nc2n3CCCCC2)CC1)N1CCN(c2ccc(F)cc2)CC1
→ 4.9	0.9	0.6	-8.5	0.1	12.2	-1.4	5.4
Cc1nc2nc(CNC(=O)OC(C)(C)C)nn2c(C)c1CCC(=O)Nc1ccc2c(c1)OCO2
→ 22.0	-2.8	-1.5	4.9	-6.5	7.3	1.9	-1.4
CCOC(=O)c1c(NC(=O)CSc2nnnn2CC)sc(C)c1C
→ -1.9	4.7	-11.9	2.0	9.3	-5.9	0.9	6.5
c1ccc2c(-c3nn4nnnc4c4ccccc34)cccc2c1
→ 16.3	-4.6	-25.6	4.1	-31.6	-4.4	1.9	1.0
CN(C)c1ccc(CNS(=O)(=O)c2ccc3c(c2)NC(=O)CS3)cc1
→ -7.4	2.9	1.1	0.6	-2.7	4.1	1.0	13.2
Cc1ccccc1N=C(NO)c1nonc1N
→ -5.7	-1.9	-1.1	3.4	10.9	-0.1	-1.8	7.2
Cc1ccc(Cn2c(SC(C)C(N)=O)nc3ccccc3c2=O)cc1 (stereo unspecified)
→ -3.0	-1.8	4.0	3.2	4.5	4.3	3.1	11.9
Cc1cccc(N2CCN(C(=O)/C=C/c3ccco3)CC2)c1C
→ 24.3	-3.2	5.1	-2.7	17.4	1.6	2.0	20.2
CC(NC(=O)CSc1nc2c(cc1C#N)CN(C)CC2)c1ccccc1 (stereo unspecified)
→ 34.4	0.0	4.3	-7.4	-160.4	-7.5	-0.9	5.6
COc1ccc(CNC(=O)C2(CC(=O)NC(C)(C)C)CCCC2)cc1
→ 11.1	0.5	-2.7	-3.8	6.7	-1.0	0.4	6.6
O=C(CNS(=O)(=O)N1CCOCC1)N/N=C/c1cccnc1
→ -16.3	-0.5	1.2	-6.5	9.0	-6.5	-2.3	7.5
CC(C)NC(=O)N(C)C[C@H]1Oc2ccc(NC(=O)CCC(F)(F)F)cc2C(=O)N([C@H](C)CO)C[C@@H]1C
→ 3.9	12.9*	-2.5	-7.8	5.8	-2.0	-0.5	-11.5
Cc1ccc(NC(=O)COC(=O)c2ccccc2Cl)cc1S(=O)(=O)N(C)C
→ 1.4	-5.5	4.0	-1.6	20.3	-14.6	-0.9	-10.8
CCCC(=O)Nc1ncnc2c1ncn2[C@@H]1O[C@@H]2OP(=O)(O)OC[C@H]2[C@H]1OC(=O)CCC
→ -14.8	-4.7	-0.7	-3.9	2.1	-2.4	-2.0	-2.5
COc1cc(C(=O)O/N=C(\N)c2ccccn2)cc(OC)c1OC
→ -0.2	0.8	-3.5	2.1	3.5	2.4	1.5	-5.7
CC1(C)CC(=O)C2=C(C1)OC1=C(C(=O)CC(C)(C)C1)C2c1ccc(O)cc1O
→ 41.4	2.3	-6.6	11.2	-17.5	-2.4	-5.0	-6.3
Cc1cc(F)ccc1S(=O)(=O)N1CCCOC1CNC(=O)C(=O)NCC(C)C (stereo unspecified)
→ 0.0	1.8	-15.7	-6.3	-4.4	-0.5	-1.8	-6.5
COc1ccc(NS(=O)(=O)c2ccc3c(c2)N(C(C)=O)CCO3)c(OC)c1
→ 0.1	-1.9	-3.9	-3.9	13.9	-2.4	0.1	6.6
O=c1cc[nH]c2c1ccc1cccnc12
→ -3.0	4.0	-8.2	-1.2	4.4	13.0	-0.7	-1.4
O=C(CSc1ncn[nH]1)Nc1nc(-c2cccc([N+](=O)[O-])c2)cs1
→ -17.2	-2.4	-7.6	4.1	4.6	7.0	8.3	-6.8
Cc1nc(SCc2ccc([N+](=O)[O-])cc2)n[nH]1
→ -8.0	2.0	5.9	-6.3	25.0	2.4	-0.7	6.2
Cc1ccc(S(=O)(=O)N(C)c2ccccc2C(=O)Nc2ccc3c(c2)OCCO3)cc1
→ 0.3	-0.7	4.0	-2.2	10.8	1.9	0.9	-18.2
CCN1CCN(Cc2ccc(NC(=O)c3cc(NC(=O)c4cc5cccc(OC)c5o4)cc(OC)c3)cc2C(F)(F)F)CC1
→ 34.8&13.8	-5.0	-13.9	1.6	0.0&6.6	-6.0	-1.1&-1.3	-14.9

Complete entries as entered above.
Record of COc1ccc(NS(=O)(=O)c2ccc3c(c2)N(C(C)=O)CCO3)c(OC)c1 = PfG6PD inh: 0.1; GRIN3A LBD mod: -1.9; SENP6 block: -3.9; HKDC1 inhibitor: -3.9; SENP8 inh: 13.9; SENP7 block: -2.4; MPTP block: 0.1; ATG4B inh: 6.6
Record of Cc1cc(F)ccc1S(=O)(=O)N1CCCOC1CNC(=O)C(=O)NCC(C)C (stereo unspecified) = PfG6PD inh: 0.0; GRIN3A LBD mod: 1.8; SENP6 block: -15.7; HKDC1 inhibitor: -6.3; SENP8 inh: -4.4; SENP7 block: -0.5; MPTP block: -1.8; ATG4B inh: -6.5

(further entries)
Below each compound: PfG6PD inh	GRIN3A LBD mod	SENP6 block	HKDC1 inhibitor	SENP8 inh	SENP7 block	MPTP block	ATG4B inh
Cc1cccc(N=c2c([N+](=O)[O-])nn(-c3ccc(Cl)cc3)n2O)c1
→ 2.7	0.9	-0.6	-2.2	17.0	5.1	1.0	-4.8
COc1ccc(NS(=O)(=O)c2cc(NC(=O)c3ccc(=O)[nH]n3)ccc2N2CCOCC2)cc1
→ 12.5	0.1	6.9	4.4	4.5	2.2	-0.4	-10.8
COCc1c(CCl)cnc(C)c1O
→ 2.7	1.6	-11.1	7.8	-43.9	1.7	-0.5	-3.1
O=C1OCCC1Sc1nc(-c2ccccc2)cs1 (stereo unspecified)
→ -3.7	-1.1	0.1	3.2	20.3	-5.2	-0.1	7.3
Cc1[nH]c(=O)[nH]c(=O)c1S(=O)(=O)N1CCN(c2ccccc2F)CC1
→ -24.7	-16.7	-10.8	-5.5	17.1	7.5	-2.3	8.0
CCCCN(CCNP(=O)(OCC)OCC)CP(=O)(OCC)OCC
→ -12.9	0.9	-21.0	-3.4	6.7	15.5	0.1	13.2
Cc1cc2nc(N)sc2cc1C
→ 5.8	3.2	47.0	-4.9	19.1	70.3*	-0.6	-8.7
CCN(CC)C1CCN(C(=O)CCn2nnnc2CN2CCOCC2)C1 (stereo unspecified)
→ -0.6	1.9	-1.6	4.2	0.2	-0.6	-0.7	10.2
COc1ccc(CC(NC(C)=O)C(=O)NC2CCN(c3nc(C)cc(C)c3C#N)CC2)c(OC)c1 (stereo unspecified)
→ 18.2	-13.7	-2.3	1.6	i	-1.9	-0.6	-12.2
O=C(Cn1cccc1)N1CCN(C(c2ccccc2)c2ccccc2)CC1
→ 0.6	1.2	6.0	-11.0	-2.3	-0.8	-1.1	0.5
O=C(COC(=O)c1ccc(F)cc1)Nc1cc(S(=O)(=O)N2CCOCC2)ccc1N1CCCC1
→ -0.4	-0.9	-13.2	-0.3	1.9	-11.4	-1.1	-0.1
COc1ccc(CN(C)CC(=O)NC(C)c2ccccc2)c(OC)c1 (stereo unspecified)
→ 2.4	-2.7	17.7	-5.7	0.9	0.2	2.3	-1.2
CSc1ccc(C2CC(=O)Nc3c2c(=O)n(C)c(=O)n3C)cc1 (stereo unspecified)
→ 11.3	-1.3	-5.9	-7.0	12.0	7.1	1.4	-6.6
O=C(O)CCCNS(=O)(=O)c1cccc2nsnc12
→ -4.2	-3.9	-25.5	-4.6	19.0	-12.1	-1.1	1.2
CN(CC(=O)Nc1cccc(F)c1)C(=O)c1ccc(N2CCCCC2)c([N+](=O)[O-])c1
→ 2.5	1.8	-8.7	-1.3	20.2	-1.7	27.1	-1.3
CCOC(=O)N1CCN(C(=O)C2CCCN(S(C)(=O)=O)C2)CC1 (stereo unspecified)
→ 10.8	0.4	2.0	1.4	10.1	1.6	-0.3	-0.7
COc1ccc(/C(O)=C2/C(=O)C(=O)N(c3ccccn3)C2c2ccc(OC)c(OC)c2)cc1 (stereo unspecified)
→ 1.0	-1.1	-8.3	0.2	-1.6	4.5	1.0	-4.0
COc1ccc(NS(=O)(=O)Cc2ccccc2Cl)cn1
→ -9.4	-8.2	-3.0	-11.7	6.4	-3.5	1.1	-10.0
CCN(C[C@H]1N[C@@](CC)(C(=O)OC)[C@H]2C(=O)N(C)C(=O)[C@@H]12)C(=O)Nc1ccc(C)cc1
→ -6.8	0.8	-18.5	-2.7	2.8	4.9	-0.1	0.2
O=C(CN1CCNCC1)Nc1ccc(Oc2ccccc2)cc1
→ -6.3	-0.3	-4.0	-11.4	15.1	6.8	4.4	-2.9
Cc1ccc(CS(=O)(=O)CCC(=O)NCCN2CCCC2)cc1
→ 0.4	0.0	-2.6	-6.0	17.5	5.8	-1.4	-9.1
Cc1ncc(CN2CCN(C3CCCC3)C(CCO)C2)s1 (stereo unspecified)
→ -5.9	-1.2	-9.0	0.6	0.0	-5.0	-4.5	-9.4
S=C(c1cn(Cc2ccccc2)c2ccccc12)N1CCOCC1
→ 21.5	-1.3	-8.1	-5.2	13.0	4.3	-1.0	-4.5
C=CC[C@@H](CC(=O)N[C@H](CO)Cc1ccccc1)C(=O)N[C@@H](COC(=O)[C@@H](CC=C)CC(=O)OC(C)(C)C)Cc1c[nH]c2ccccc12
→ -8.9	-8.4	-8.8	4.5	1.4	10.7	0.2	-10.7
Cc1nnc2n1N=CC=C(c1ccccc1)S2
→ 10.3	-0.4	1.5	6.4	8.8	2.3	2.7	3.6
N#Cc1cc(Cl)c(N2CCOCC2)cc1C#N
→ 3.5	-0.1	-15.2	-3.8	13.1	0.6	-1.9	-6.9
CCOc1cccc(C(=O)Nc2cccc(NC(=O)c3ccco3)c2)c1
→ -12.2	7.0	-12.1	1.4	4.2	-8.4	2.2	6.7
CCc1nc(SCC(=O)N2CCCc3ccccc32)c2oc3ccccc3c2n1
→ -11.4	-0.4	-4.0	7.0	46.3*	5.9	9.1	13.6
O=C(NC1CCCCCCC1)C1CCN(c2nc3ccccc3o2)CC1
→ -16.4	0.9	-8.7	4.9	6.5	4.5	-0.1	22.7
C=CCn1cccc(C(=O)Nc2ccc(OC)c(Cl)c2)c1=O
→ 8.6	2.0	-43.3	0.4	1.3	-12.2	-0.2	-9.7
COC(=O)c1ccc(C2CC(=O)Nc3cc(OC)c(OC)cc32)cc1 (stereo unspecified)
→ 12.8	0.7	-18.8	-8.8	5.1	-4.0	1.0	1.4

3 compounds from above, arranged by their value in HKDC1 inhibitor, falling.
Structure,PfG6PD inh,GRIN3A LBD mod,SENP6 block,HKDC1 inhibitor,SENP7 block,MPTP block,ATG4B inh
COCc1c(CCl)cnc(C)c1O,2.7,1.6,-11.1,7.8,1.7,-0.5,-3.1
COc1ccc(CN(C)CC(=O)NC(C)c2ccccc2)c(OC)c1 (stereo unspecified),2.4,-2.7,17.7,-5.7,0.2,2.3,-1.2
O=C(Cn1cccc1)N1CCN(C(c2ccccc2)c2ccccc2)CC1,0.6,1.2,6.0,-11.0,-0.8,-1.1,0.5

Shown as a hit in SENP7 block, among the entries above:
Compound	PfG6PD inh	GRIN3A LBD mod	SENP6 block	HKDC1 inhibitor	SENP7 block	MPTP block	ATG4B inh
Cc1cc2nc(N)sc2cc1C	5.8	3.2	47.0	-4.9	70.3*	-0.6	-8.7

Not a hit list. About 6.9% of those tested had a hit in this group.
